Screening data as filed in PubChem BioAssay.
FN deposition inh = inhibitors of fibronectin matrix deposition, primary screen, AH1F cells, Alexa488-fibronectin fluorescence, plate reader; 350,000 tested, 0.086% active; inhibition, % at 12.6 µM; AH1F fibroblasts, overnight;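 active = mean inhibition across replicates of 30% or more, regardless of how many single replicates reach that level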;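 note: positive control wells lacked labelled fibronectin entirely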
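test system = AH1F fibroblasts assembling fluorescent fibronectin matrix | quantity = 10000 AH1F cells per well | buffer or medium = DMEM plus 2% serum, read in PBS | doses = single dose, pinned | incubation = 1 h cell attachment, overnight exposure to compound and label | detection = fluorescence at 485 nm excitation, 525 nm emission | read-out basis = inhibition from reduced deposited-fibronectin fluorescence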
EWS-Fli block = EWS/Fli-driven NR0B1 reporter inhibitors, primary screen, A673 cells, NR0B1 luciferase, luminescence, MLPCN library | viability-normalised | inhibition, % at 12.6 µM | 350,000 tested, 0.67% active | AID 651661, 2012;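 active = mean inhibition of at least 50% after viability correction, with every replicate also passing that limit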;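 note: firefly luciferase signal divided by Alamar Blue viability fluorescence both relative to DMSO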
ERAP1 HTS inh = human ERAP1 aminopeptidase inhibitors, primary screen, biochemical, single point, plate reader; 340,000 tested, 0.15% active; inhibition, % at 10.7 µM; Endoplasmic reticulum aminopeptidase 1 (Homo sapiens), Q9NZ08; AID 652197, 2013; recombinant ERAP1, Leu-AMC fluorescence, 60 min;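 active = mean replicate inhibition of at least 30%, or all replicates individually reaching that 30% level; inactive = mean below 30% and not every replicate reaching it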;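 note: 0% = neutral control wells and 100% = L-leucinethiol positive control wells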
Target sequence (Q9NZ08 whole entry, looked up): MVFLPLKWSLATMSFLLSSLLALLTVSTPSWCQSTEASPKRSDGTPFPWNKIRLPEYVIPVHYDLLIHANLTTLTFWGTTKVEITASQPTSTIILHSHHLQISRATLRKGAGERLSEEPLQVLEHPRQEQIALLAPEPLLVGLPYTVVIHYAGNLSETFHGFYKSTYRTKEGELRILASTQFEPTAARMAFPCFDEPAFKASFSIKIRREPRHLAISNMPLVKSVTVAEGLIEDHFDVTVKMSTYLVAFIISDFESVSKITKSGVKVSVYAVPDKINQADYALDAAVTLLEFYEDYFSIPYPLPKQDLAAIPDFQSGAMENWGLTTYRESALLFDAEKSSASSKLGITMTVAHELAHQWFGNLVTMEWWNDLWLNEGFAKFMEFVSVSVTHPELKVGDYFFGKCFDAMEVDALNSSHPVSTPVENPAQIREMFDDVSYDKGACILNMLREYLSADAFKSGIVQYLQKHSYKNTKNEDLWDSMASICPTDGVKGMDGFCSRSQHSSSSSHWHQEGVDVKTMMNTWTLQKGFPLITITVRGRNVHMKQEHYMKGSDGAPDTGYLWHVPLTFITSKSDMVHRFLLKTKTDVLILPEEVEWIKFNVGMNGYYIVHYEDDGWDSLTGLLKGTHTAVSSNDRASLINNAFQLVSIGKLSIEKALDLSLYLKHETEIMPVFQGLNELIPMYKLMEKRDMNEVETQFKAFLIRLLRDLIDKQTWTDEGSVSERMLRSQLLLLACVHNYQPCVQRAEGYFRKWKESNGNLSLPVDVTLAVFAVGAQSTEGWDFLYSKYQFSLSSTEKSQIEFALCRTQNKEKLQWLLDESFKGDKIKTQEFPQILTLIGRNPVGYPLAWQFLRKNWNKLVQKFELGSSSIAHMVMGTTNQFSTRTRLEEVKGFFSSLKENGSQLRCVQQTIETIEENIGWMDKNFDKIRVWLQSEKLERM
PglD inh = C. jejuni PglD acetyltransferase inhibitors, primary screen, biochemical, DTNB colorimetric, single point; purified PglD enzyme, DTNB colorimetric CoA detection; inhibition, % at 12.5 µM; AID 602405, 2012; 360,000 tested, 0.098% active; UDP-N-acetylbacillosamine N-acetyltransferase PglD (Campylobacter jejuni); in the data active = inhibition above about 16%, passing the limit was not always enough; note: strong numbers were not always called active
PGC1a acetyl inh = inhibitors of PGC1a acetylation signal, primary screen, cell-based, U2OS, AlphaScreen, inhibitor mode | AlphaScreen anti-acetyl-lysine; with virally co-expressed GCN5 acetyltransferase | inhibition, % at 15.6 µM | 350,000 tested, 0.17% active | AID 651687, 2012;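 active = every replicate shows inhibition of at least 40%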;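 note: 0% = neutral control wells and 100% = positive control wells; some results beyond the cut were filed as inactive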
LGR2 inh = inhibitors of bursicon-induced LGR2 CRE-luciferase signal, primary screen, cell-based, HEK293, CRE-luciferase reporter, bursicon stimulation; Drosophila bursicon receptor LGR2 (rickets); bursicon-stimulated, 4 h; inhibition, % at 9.99 µM; 380,000 tested, 0.35% active;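 active = drop in luminescence signal, shown as inhibition above about 50% in the replicate tests, limit read from the data, passing the limit was not always enough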;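 note: agonist challenge used bursicon conditioned medium at about half maximal strength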
S100A4 MyoIIA = inhibitors of S100A4-myosin IIA peptide binding, primary screen, biochemical, fluorescence polarization, TAMRA-MyoIIA peptide. Protein S100-A4 (Homo sapiens), P26447. inhibition, % at 10.7 µM. 360,000 tested, 0.14% active. AID 652163, 2013;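 active = mean inhibition of at least 70% across replicates, with every replicate also reaching that level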
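assay system = human S100A4 monomer with TAMRA-labelled myosin IIA peptide | also added = labelled myosin peptide probe, 5 nM | incubation = 5 min between mix addition and reading | control set = DMSO and TFP controls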
PAX8 reporter = inhibitors of PAX8-driven TPO luciferase reporter, primary screen, RMG-I cells, single concentration | SteadyGlo, 24 h | inhibition, % at 12.6 µM | 360,000 tested, 1.2% active;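 active = mean replicate inhibition at least 60% with every replicate also reaching 60%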;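 note: luciferase light reporting Pax8 driven TPO promoter activity; plate controls were median of neutral control wells for no effect and mitoxantrone controls for full effect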
An asterisk follows results filed as active; . = not tested or not shown; & = joins results of further samples. No enrichment for hits; about 2.1% have a hit in one of these screens.

Each structure is followed by: EWS-Fli block	FN deposition inh	ERAP1 HTS inh	PglD inh	PAX8 reporter	S100A4 MyoIIA	LGR2 inh	PGC1a acetyl inh
C[C@H]1CN([C@@H](C)CO)C(=O)Cc2cc(NC(=O)C3CC3)ccc2O[C@H]1CN(C)C(=O)NC1CCCCC1
  -7	.	1	-6	.	13	-1	4
Cc1noc(C)c1NC(=O)N(C)C[C@@H]1Oc2c(NC(=O)NC(C)C)cccc2C(=O)N([C@H](C)CO)C[C@@H]1C
  -14	.	1	2	.	-7	6	-1
O=C(Nc1ccccc1Oc1cccnc1)C1CCCN(Cc2ccc(F)cc2)C1 (stereo not given)
  5	8	3	-2	-3	-3	17	-7
COc1ccc(C(=O)Nc2ccccc2SCc2cc(=O)n3nc(C)sc3n2)cc1OC
  .	-1	1	0	4	-6	0	-15
O=C1CC(c2ccccc2Oc2cccc(Cl)c2)C(n2cncn2)C(=O)C1C1NCCc2ccccc21 (stereo not given)
  8	2	0	.	11	-3	-2	-17
COc1ccc(C2(CNC(=O)c3ccccc3)CCOCC2)cc1
  6	3	0	7	18	0	-7	1
COc1ccc(N(CC(=O)Nc2cccc(N(C)S(C)(=O)=O)c2)S(=O)(=O)c2ccc(F)cc2)cc1
  11	1	0	-8	22	-1	-13	-6
CC1(c2cccc(Br)c2)NC(=O)N(CC(=O)Nc2ccc(N3CCCCC3)cc2)C1=O (stereo not given)
  9	-5	0	2	5	-7	-6	-10
C[C@@H]1CCCCO[C@@H](CN(C)C(=O)C2CCCCC2)[C@@H](C)CN([C@H](C)CO)C(=O)c2cc(NC(=O)Cc3ccccc3)ccc2O1
  -7	.	0	-1	8	-26	10	3
CCOC(=O)c1nnc2cc(C)nn2c1C
  5	-10	0	7	-1	17	-6	-4

Later entries:
Each structure is followed by: EWS-Fli block	FN deposition inh	ERAP1 HTS inh	PglD inh	PAX8 reporter	S100A4 MyoIIA	LGR2 inh	PGC1a acetyl inh
CO[C@H](CN(C)S(=O)(=O)c1ccc(F)cc1)[C@@H](C)CN(Cc1ccccc1Cl)[C@H](C)CO
  9	-1	2	-1	.	12	0	-9
C[C@@H]1CN([C@@H](C)CO)C(=O)Cc2cc(NC(=O)Nc3ccc(F)cc3)ccc2O[C@H]1CN(C)Cc1ccncc1
  -5	.	-2	-1	4	-21	-8	1
COc1ccc(CN(C)C[C@@H]2OCCCC[C@@H](C)Oc3ccc(NC(=O)Nc4cccc5ccccc45)cc3C(=O)N([C@H](C)CO)C[C@@H]2C)cc1
  -3	.	0	3	-43	0	-6	-1
Cc1ccc(NS(=O)(=O)c2cn(C)c(=O)n(C)c2=O)cc1C
  0	-1	-5	0	2	6	17	6
COc1cc(C(=O)NCC(=O)Nc2c(C)cccc2C)ccc1OCc1ccccc1
  5	6	1	6	-17	-9	-11	3
O=C(Nc1cccc2cccnc12)c1csc([C@@H]2O[C@H](CO)[C@H](O)[C@H](O)[C@H]2O)n1
  -27	-9	-2	0	-19	-13	4	-11
CCOc1ccc(S(=O)(=O)c2ccc(C)cc2)c2c1no[n+]2[O-]
  7	.	-3	.	-3	-9	.	.
O=S(=O)(Cc1cccc(F)c1)c1c[nH]c2ccccc12
  -24	-2	3	-8	8	-6	-30	-9
COc1ccc(C(=O)Nc2ccnn2C2CCN(Cc3cn(C)nc3C)CC2)cc1
  -8	4	4	9	.	-3	-18	.
CCOc1ccc(S(=O)(=O)N2CCN(C(=O)c3cc(C4CC4)nn3-c3ccccc3)CC2)cc1
  13	2	-1	.	16	-3	-13	.

Later entries
Each structure is followed by: EWS-Fli block	FN deposition inh	ERAP1 HTS inh	PglD inh	PAX8 reporter	S100A4 MyoIIA	LGR2 inh	PGC1a acetyl inh
Cc1cc(C(=O)NCc2ccc3c(c2)OCO3)c(C)o1
  7	-3	-3	.	-1	-1	-4	-7
CCCCCCCCCCCCCCCC[n+]1cccc2ccccc21
  89*	.	108*	.	109*	-10	6	.
COc1ccccc1CN1CCN(Cc2nc(-c3cccs3)no2)CC1
  -33	-4	3	.	-26	4	-8	6
COc1ccc(OC)c(S(=O)(=O)N2CCC(C(=O)NCc3ccc4c(c3)OCO4)CC2)c1
  .	-3	-3	1	4	-1	-1	.
Cc1ccccc1NC(=O)C1CCCN(S(=O)(=O)c2cccc3cccnc23)C1 (stereo not given)
  4	6	1	5	5	-1	-2	.
FC(F)Oc1ccc(C2N=C(c3ccccc3)NO2)cc1 (stereo not given)
  -80	2	-4	-1	-206	-1	-126	-5
Cc1ccc(S(=O)(=O)N(C)C[C@@H]2OCCCC[C@@H](C)Oc3ccc(NC(=O)Nc4ccc5c(c4)OCO5)cc3C(=O)N([C@H](C)CO)C[C@@H]2C)cc1
  -40	-15	0	9	-14	-6	1	2
C[C@H](CO)N1C[C@H](C)[C@@H](CN(C)Cc2ccncc2)Oc2ccc(NC(=O)C3CC3)cc2CC1=O
  1	.	-1	-2	-6	-39	-2	-18
O=C(Cc1n[nH]c(=O)[nH]c1=O)N/N=C/c1ccccc1
  .	8	1	6	.	-2	-7	-4
CO[C@H]1CN(C)C(=O)c2ccc(NC(=O)Nc3ccc(F)cc3)cc2OC[C@@H](C)NC[C@H]1C
  -1	-18	-4	10	10	3	4	.

Carrying on.
Each structure is followed by: EWS-Fli block	FN deposition inh	ERAP1 HTS inh	PglD inh	PAX8 reporter	S100A4 MyoIIA	LGR2 inh	PGC1a acetyl inh
COCCNc1oc(/C=C/c2ccccc2OC)nc1S(=O)(=O)c1ccccc1
  -1	-2	0	2	9	3	15	3
COc1ccc(C(CNC(=O)c2cc3ccccc3o2)N2CCCC2)cc1 (stereo not given)
  1	3	-4	2	20	-6	7	1
CC1(C)Cc2nc(N)c(=O)sc2C1
  9	.	12	2	.	-3	12	3
Cc1ccc(S(=O)(=O)CCSc2cccc(C(=O)Nc3ccccc3C(=O)O)c2)cc1
  .	1	.	1	-11	.	8	5
COc1cccc(CNC(=O)c2ccc3c(c2)N(C)CCS3)c1OC
  -10	9	5	5	16	2	-11	3
CC1Sc2ccc(S(=O)(=O)CCC(=O)NC3CCCC(C)C3C)cc2NC1=O (stereo not given)
  .	7	6	4	9	-4	24	-9
C[C@@H]1CN([C@@H](C)CO)C(=O)c2cc(NC(=O)Cc3ccccc3)ccc2O[C@H]1CN(C)S(=O)(=O)c1cccs1
  -5	.	5	-2	.	59	-4	10
O=C(O)CCCC(=O)Nc1ccc(C(=O)N2CCCCC2)cc1
  .	5	.	2	.	.	9	0
CCc1ccc(N2CC(C(=O)NC3CC3)CC2=O)cc1 (stereo not given)
  .	4	-2	-2	-6	1	13	.
COc1cccc(SCc2noc(C(=O)NCC3CCCO3)c2C(=O)O)c1 (stereo not given)
  -5	-1	0	4	13	-17	-4	-9

The list continues:
Each structure is followed by: EWS-Fli block	FN deposition inh	ERAP1 HTS inh	PglD inh	PAX8 reporter	S100A4 MyoIIA	LGR2 inh	PGC1a acetyl inh
O=C(CNS(=O)(=O)c1ccc(Br)s1)N1CCN(c2ccc(F)cc2)CC1
  0	2	4	4	13	1	-5	-2
COc1ccc(NC(=O)N[C@H]2CC[C@@H](CC(=O)NC3CCC3)O[C@@H]2CO)cc1
  -3&-9	8	0&-1	-13	7&-1	8&7	12&18	-5
O=C(NNC(=S)NC1CCCCC1)c1ccccc1Br
  -5	5	-4	0	-35	-2	17	.
COc1ccc(/C=C/CN2CCCC(CO)(Cc3cccc(Cl)c3)C2)cc1 (stereo not given)
  0	5	11	1	10	-30	10	-13
C[C@H](CO)N1C[C@H](C)[C@H](CN(C)Cc2ccc3c(c2)OCO3)Oc2ccc(NC(=O)Nc3ccc(F)cc3)cc2CC1=O
  6	18	1	1	11	5	-12	2
COc1ccc(C(=O)Nc2c(-c3ccccc3)nc3ccccn23)c(OC)c1
  2	9	3	-5	6	-19	-4	11
C[C@@H]1CC[C@H](Cc2ccc(-n3cccc3)cc2)N1C(=O)OC(C)(C)C
  20	-11	.	0	-35	3	10	5
O=C(C[C@@H]1CC[C@H]2[C@@H](COC[C@@H](O)CN2Cc2ccc(Oc3ccccc3)cc2)O1)N1CCc2ccccc2C1
  44	.	2	1	80*	-6	.	-17
CC(Oc1ccc(Br)cc1Cl)C(=O)Nc1ccncc1 (stereo not given)
  29	22	-1	2	13	-1	10	-42
O=C(CNC(=O)c1cc(-c2ccccc2)nn1-c1ccccc1)Nc1ccccc1Br
  2	-6	-4	1	-13	-8	-24	5

New compounds follow.
Each structure is followed by: EWS-Fli block	FN deposition inh	ERAP1 HTS inh	PglD inh	PAX8 reporter	S100A4 MyoIIA	LGR2 inh	PGC1a acetyl inh
Cc1ccc(OCC(O)Cn2c(=N)n(CCN3CCCCC3)c3ccccc32)cc1 (stereo not given)
  .	2	.	6	36	.	.	-34
Cc1cnc(N)nc1-c1ccccc1
  -10	-20	1	-2	-2	-8	3	5
CCc1ccc(N2CC(C(=O)Nc3ccc4c(c3)OCO4)CC2=O)cc1 (stereo not given)
  -4	4	3	1	-6	2	3	-4
O=C(CSc1nc2[nH]ncc2c(=O)[nH]1)Nc1ccc(F)cc1
  -5	1	-2	12	0	10	-19	.
CC[C@]12c3[nH]c4ccccc4c3CCN1C(=O)C(CC(=O)NCCN1CCOCC1)C[C@@H]2C(=O)N1CCN(C(=O)c2ccco2)CC1 (stereo not given in full)
  -4	-1	-1	4	-10	-2	12	-6
C[C@@H]1CN([C@H](C)CO)C(=O)c2cc(N(C)C)ccc2O[C@@H](C)CCCCO[C@H]1CN(C)C(=O)Nc1cccc2ccccc12
  19	.	0	1	52	-5	.	-23
Cc1ccc(OCCCC(=O)Nc2ccc(Cl)c(S(=O)(=O)N3CCOCC3)c2)cc1
  27	-9	-7	-1	40	-4	8	-1
